Assay outcomes as filed in PubChem BioAssay.
CHRM4 PAM: positive allosteric modulators of human muscarinic M4 receptor | P08173 | CHO-K1 hM4/Gqi5, Fluo-8 calcium fluorescence, ACh EC20; 0% = ACh EC20, 100% = maximal ACh | hit rate 0.4% among 360,000 | activation, % at 3 µM;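 active = activation above its plate's cutoff, the mean activation of sample wells plus 3 SD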; also: some results filed as inactive read as strong as hits
CHRM4 antagonist: blocks acetylcholine activation of human M4 receptor; P08173; CHO-hM4 cells, ACh EC80, Fluo-8 calcium fluorescence; inhibition, % at 3 µM; hit rate 0.73% among 360,000;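 active = inhibition above its plate's cutoff, the mean inhibition of sample wells plus 3 SD, cut at about 27% in these data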;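 also: 0% = acetylcholine EC80 with DMSO and 100% = DMSO without agonist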
CHRM5 antagonist: blocks acetylcholine activation of human M5 receptor; AID 624040; hit rate 0.59% among 360,000; inhibition, % at 3 µM; CHO-hM5 cells, Fluo-8 calcium fluorescence, ACh EC80;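 active = inhibition above a per-plate cutoff, the mean of that plate's test compounds plus 3 SD, cut at about 27% in these data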;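 also: 0% = acetylcholine EC80 with DMSO and 100% = DMSO without agonist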
Target sequence (P08912 whole entry, looked up): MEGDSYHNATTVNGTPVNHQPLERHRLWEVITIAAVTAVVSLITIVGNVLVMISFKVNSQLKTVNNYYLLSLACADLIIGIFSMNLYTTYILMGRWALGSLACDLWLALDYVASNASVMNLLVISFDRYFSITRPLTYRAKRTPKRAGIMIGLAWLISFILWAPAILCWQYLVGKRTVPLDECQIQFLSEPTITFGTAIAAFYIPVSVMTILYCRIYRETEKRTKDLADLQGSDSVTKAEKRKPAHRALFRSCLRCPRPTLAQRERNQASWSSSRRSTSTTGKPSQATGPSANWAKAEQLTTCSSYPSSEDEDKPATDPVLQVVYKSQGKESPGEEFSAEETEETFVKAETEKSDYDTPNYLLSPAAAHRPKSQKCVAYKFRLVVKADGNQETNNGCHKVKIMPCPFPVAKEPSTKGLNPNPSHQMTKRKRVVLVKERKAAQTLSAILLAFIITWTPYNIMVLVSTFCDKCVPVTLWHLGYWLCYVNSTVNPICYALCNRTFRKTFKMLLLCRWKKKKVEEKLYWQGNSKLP
CHRM4 agonist: agonists of human muscarinic M4 receptor (CHRM4). CHO-K1 hM4/Gqi5, Fluo-8 calcium fluorescence; vehicle 0%, full acetylcholine response 100%. P08173. activation, % at 3 µM. hit rate 0.14% among 360,000;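 active = activation above the run mean over all test wells plus 3 SD, cut at about 32% in these data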;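 also: peak over basal fluorescence ratio per well then scaled between controls; 0% = DMSO wells and 100% = acetylcholine at EC100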
CHRM5 agonist: agonists of human muscarinic M5 receptor (CHRM5); P08912; CHO-K1 hM5 cells, Fluo-8 calcium fluorescence; 0% DMSO wells, 100% maximal acetylcholine response; activation, % at 3 µM; hit rate 0.19% among 360,000; AID 624037;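 active = activation above the run's mean over test compounds plus 3 SD, cut at about 23% in these data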;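 also: signal is peak over basal fluorescence ratio across the kinetic read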
M1 antag: blocks human M1 muscarinic receptor. P11229. CHO-K1 hM1, Fluo-8 calcium fluorescence, ACh EC80 antagonist. inhibition, % at 3 µM. hit rate 1.3% among 360,000. AID 588852;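 active = percent inhibition above its own plate's cutoff, namely the mean of that plate's compound wells plus 3 SD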;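 also: peak over basal fluorescence ratio during 140 s after agonist addition; 0% = ACh EC80 plus DMSO and 100% = DMSO alone without agonist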
Target sequence (P11229 whole entry, looked up): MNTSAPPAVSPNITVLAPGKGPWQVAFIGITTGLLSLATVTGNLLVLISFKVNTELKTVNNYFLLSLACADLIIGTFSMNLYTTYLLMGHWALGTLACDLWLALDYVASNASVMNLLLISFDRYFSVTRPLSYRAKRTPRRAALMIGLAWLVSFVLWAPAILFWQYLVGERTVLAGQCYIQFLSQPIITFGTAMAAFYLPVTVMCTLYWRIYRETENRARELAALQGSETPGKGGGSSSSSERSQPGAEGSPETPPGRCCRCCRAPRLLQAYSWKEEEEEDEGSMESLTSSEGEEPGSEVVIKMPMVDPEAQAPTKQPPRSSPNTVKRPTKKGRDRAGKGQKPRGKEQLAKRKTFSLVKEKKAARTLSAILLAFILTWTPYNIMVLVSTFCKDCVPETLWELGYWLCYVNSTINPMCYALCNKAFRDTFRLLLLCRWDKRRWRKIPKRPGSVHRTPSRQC
CRFR2-BP ag: agonists of human CRF-binding protein/CRF-R2 receptor complex | HEK293 CRF-R2/CRF-BP, calcium dye fluorescence (FLIPR); percent of saturating CRF peptide response | activation, % at 13.2 µM | hit rate 0.46% among 350,000 | AID 588473;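 active = activation of at least 50%, plus an integration ratio under a set limit after plate pattern correction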;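 also: plate controls were neutral control wells without compound for no effect and CRF at EC100 for full effect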
CHRM1 PAM: positive allosteric modulators of human M1 muscarinic receptor | P11229 | CHO-K1 hM1, Fluo-8 calcium fluorescence, ACh EC20; 0% = ACh EC20, 100% = maximal ACh | activation, % at 3 µM | hit rate 0.088% among 360,000 | AID 588819; in the data active = activation above about 19%, passing the limit was not always enough
M5 PAM: CHRM5 positive allosteric modulation; P08912; CHO-K1 hM5, Fluo-8 calcium, ACh EC20 PAM; 0% = ACh EC20, 100% = ACh EC100; activation, % at 3 µM; hit rate 0.3% among 360,000;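 active = activation above the run cutoff, the mean activation of all test compounds plus 3 SD, cut at about 18% in these data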
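Assay system – human M5 receptor in CHO-K1 cells · Read-out – % activation, ACh-normalized · Technique – Fluo-8 calcium fluorescence · Dosing – single-point, 3 µM nominal · Incubation – Fluo-8 loading 80 min at 37 °C plus 30 min room temperature · Repeats – singlicate, one well per test compound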
Active calls of the source: *; . = no result given.

Order of values: CHRM4 PAM	CHRM4 antagonist	CHRM5 antagonist	CHRM4 agonist	CHRM5 agonist	M1 antag	CRFR2-BP ag	CHRM1 PAM	M5 PAM
COc1ccc(CNc2nc3nc(C)c(Cl)c(C)n3n2)cc1
 : -3	6	23	19	-3	0	-2.1	4	-13
CCOc1ccccc1N1CCN(CC(=O)Nc2cc(C)on2)CC1
 : -3	-9	-8	2	1	-6	1.8	11	10
Cc1nnc(SCC(=O)N2CCN(c3ccccc3)CC2)n1C1CC1
 : -2	6	3	0	-1	-1	-1.5	3	6
Cn1c2c(c(=O)n(C)c1=O)C(C(F)(F)F)(C(F)(F)F)N=C(c1ccc(Cl)cc1)N2
 : -5	9	21	9	5	24*	83*	-9	-14
CCCN(CCC)CC(O)CN(c1ccccc1)S(=O)(=O)c1ccc(C)cc1 (stereo not drawn)
 : 10	-1	0	-1	-3	0	-0.7	9	1
Cc1cc(Br)ccc1NC(=O)CN(C)C(=O)CN1C(=O)NC(C)(C2CC2)C1=O (stereo not drawn)
 : 0	-9	-5	0	0	1	1.0	0	4
Cc1ccc(F)cc1N=Cc1c(O)c2ccccc2oc1=O
 : 8	2	3	1	5	-16	0.5	13	4
OCC1OC(n2cnc3c(NCCc4ccccc4)ncnc32)C(O)C1O (stereo not drawn)
 : -1	0	0	1	0	-22	-0.4	3	-4
O=C(CN1C(=O)NC2(CCc3ccccc32)C1=O)NCc1cccc(C(F)(F)F)c1 (stereo not drawn)
 : 10	0	-4	7	5	-15	-2.5	8	6
COc1ccc(CCNC(=O)CN(C)S(=O)(=O)c2cccs2)cc1
 : 1	-1	-3	4	4	-3	0.8	4	-2
CCc1nc2ccc(C(=O)N3CCN(C)CC3)cn2c1N(CCC(C)C)CCN(C)C
 : 2	-20	-15	1	-2	-18	.	8	0
Cc1nc2c(cc1C(=O)N/N=C/c1ccc(O)c(O)c1)c(=O)n(C)c(=O)n2C
 : -3	2	-2	0	2	-7	-2.3	-2	-7
O=c1ccc(Oc2nc(N3CCCCC3)nc(N3CCCCC3)n2)n[nH]1
 : 2	-12	2	0	1	14	0.1	-3	-1
CN(C)C(=O)[C@H]1C[C@H]1[C@@H](O)[C@H](CO)NC(=O)[C@H](Cc1ccccc1)NC(=O)OC(C)(C)C
 : -1	1	8	1	0	-2	0.9	10	-1
COc1ccc(N2C(=O)CC(Nc3cccc(C(C)=O)c3)C2=O)cc1OC (stereo not drawn)
 : -4	-4	12	2	-3	4	-0.6	1	0
O=C(CNC(=O)OCc1ccccc1)NCC(=O)NC(Cc1c[nH]c2ccccc12)C(=O)O (stereo not drawn)
 : 1	4	-2	1	4	-4	.	0	-4
CNC(=O)/C(C#N)=C/c1c(N2CCCCCC2)nc2c(C)cccn2c1=O
 : -4	0	3	2	-3	-15	-1.6	10	0
Cc1ccc(S(=O)(=O)N(C)c2ccc(OCC(=O)NC3=NCCS3)cc2)cc1
 : -5	1	9	5	0	-2	-1.3	4	-5
COc1cccc(C(=O)N2CCN(C(=O)c3cccc4ccccc34)CC2)c1OC
 : 4	-9	0	2	-4	-7	1.2	4	-3
COc1ccccc1C(=O)Nc1nc2ccccc2[nH]1
 : -1	-2	11	3	-3	0	-1.4	0	-6
CCCCCc1c(O)nc(SCC(=O)NCC2CCCO2)[nH]c1=O (stereo not drawn)
 : -3	5	-2	0	-1	-37	2.3	4	5
O=C(NCc1ccccc1)C(c1ccc(-c2ccccc2)cc1)n1c(=O)c(-c2cc3ccccc3[nH]2)nc2ccccc21 (stereo not drawn)
 : 8	-17	5	2	-1	.	.	.	-3
c1ccc2[nH]c(SCC3CCCCO3)nc2c1 (stereo not drawn)
 : -6	5	7	1	-1	8	0.6	1	-3
Cc1ccc(C(=O)CCNc2ccc(Cl)cc2)o1
 : 6	10	-5	0	1	2	-5.6	3	0
CCOC(=O)C1=C(N)Oc2cc(O)ccc2C1c1ccc(C)cc1 (stereo not drawn)
 : -5	2	-2	0	-4	-8	4.7	0	3
CCCNC(=S)Nc1ccc(F)cc1F
 : 1	5	1	1	-4	-10	0.2	15	1
O=C(O)c1cccc(N2C(=O)/C(=C/c3ccc(SCc4ccc(Cl)cc4)o3)SC2=S)c1
 : -8	5	3	1	-2	-1	17	7	1
C[N+](C)(C)CCCCCC(=O)/C=N/O
 : -4	3	-7	1	20	-7	2.3	-2	0
O=C(NCC1OCCc2ccccc21)c1ccc(NC(=O)c2ccccc2Cl)cc1 (stereo not drawn)
 : -3	2	13	13	1	6	0.2	2	-8
Cc1nc2c(cc1NC(=O)C(C)(C)C)nc(C)n2Cc1ccccc1
 : 3	-5	-4	1	1	-15	-0.6	9	0
CN(CC(=O)NNC(=O)c1cccnc1)S(=O)(=O)c1cc(Cl)ccc1Cl
 : -2	0	-2	1	3	2	2.7	-1	2
CCOc1cc(N2CCOCC2)c(OCC)cc1NC(=O)Cn1cnc2c(=O)n(C)c(=O)n(C)c21
 : 11	2	-2	1	-2	-5	-2.0	13	-1
CCN(CC)c1ncnc2c1ncn2Cc1c(Cl)cccc1Cl
 : 22*	-9	-9	1	-3	-2	-4.0	-4	0
Cc1cc(NC(=O)CSc2nnnn2-c2ccccc2)no1
 : 6	-2	-4	0	3	1	-1.1	-1	1
C/[N+]([O-])=C\c1cccc(OCCN2CCN(c3ncc(C(F)(F)F)cc3Cl)CC2)c1
 : -1	-2	2	4	-7	-8	0.4	7	-2
COC(=O)c1nc(Cl)c(Cl)c(N)c1Cl
 : -2	-3	6	1	-4	-1	-0.3	4	0
CCCc1nc2ccc(Cl)cn2c1Cc1ccccc1OC
 : -5	-4	12	-2	-4	-18	.	-4	3
O=C(O)c1cn(-c2ccccc2)nc1-c1ccc(Cl)cc1
 : -3	9	5	0	2	-8	-0.4	3	1
CCOc1ccc2[nH]c(=O)c(CN(Cc3ccc(F)cc3)C(=O)c3ccco3)cc2c1
 : -6	4	15	8	2	3	-0.7	3	-17
COc1ccccc1NC(=O)CSc1n[nH]c(Cc2ccccc2)n1
 : 2	-8	-5	1	-6	1	1.4	1	-1
O=C(Nc1ccc(Cl)cc1)OC(CN1CCCCC1)C(F)(F)F (stereo not drawn)
 : -7	2	9	2	-9	-7	1.6	-1	-20
COc1ccc2c(Cl)c(C(=O)N/N=C3\CCCC(=O)C3)sc2c1
 : -9	18	15	15	9	21	79*	-2	-7
O=C(CN1CCN(c2ccccn2)CC1)N1c2ccccc2CCc2ccccc21
 : -2	-5	-6	3	-3	-3	0.1	0	2
CCN(C(C)=O)N(CC)c1nc(Cl)nc(NC(C)C)n1
 : 1	-5	2	1	2	1	-0.8	10	2
Cc1nc(SCC(=O)N(C)C2CCS(=O)(=O)C2)c(C#N)c(C)c1C (stereo not drawn)
 : 14	-4	-3	1	3	-12	-0.9	15	6
O=C(COC(=O)CCCSc1nc2ccccc2[nH]1)NC(=O)NC1CCCC1
 : 1	5	3	8	7	6	-0.3	3	-9
CCOC(=O)C(NC(C)=O)(Nc1ccc(S(=O)(=O)Nc2onc(C)c2C)cc1)C(F)(F)F (stereo not drawn)
 : 1	5	6	0	-2	-5	-2.5	6	-11
O=C(NCC(c1ccco1)N1CCc2ccccc2C1)c1c(F)cccc1F (stereo not drawn)
 : 0	-11	-4	2	-4	-2	-2.9	3	0
O=C(O)c1ccc(N=Cc2c(O)ccc3oc4c(c23)CCCC4)cc1
 : 0	1	-6	1	-2	-8	-2.4	5	4
CCOc1ccc(N2C(=O)CC(NCC#N)C2=O)cc1 (stereo not drawn)
 : -2	4	7	0	4	-5	-0.6	7	5

3 entries already listed, ordered by the number in CHRM5 antagonist, ascending.
Structure | CHRM4 PAM | CHRM4 antagonist | CHRM5 antagonist | CHRM4 agonist | CHRM5 agonist | M1 antag | CRFR2-BP ag | CHRM1 PAM
O=C(CN1CCN(c2ccccn2)CC1)N1c2ccccc2CCc2ccccc21 | -2 | -5 | -6 | 3 | -3 | -3 | 0.1 | 0
O=C(NCC(c1ccco1)N1CCc2ccccc2C1)c1c(F)cccc1F (stereo not drawn) | 0 | -11 | -4 | 2 | -4 | -2 | -2.9 | 3
Cc1nc(SCC(=O)N(C)C2CCS(=O)(=O)C2)c(C#N)c(C)c1C (stereo not drawn) | 14 | -4 | -3 | 1 | 3 | -12 | -0.9 | 15

Following part.
Order of values: CHRM4 PAM	CHRM4 antagonist	CHRM5 antagonist	CHRM4 agonist	CHRM5 agonist	M1 antag	CRFR2-BP ag	CHRM1 PAM	M5 PAM
Cc1ccc(-c2ccc(SCC(=O)Nc3ccc4c(c3)OCCO4)nn2)cc1
 : 5	-10	-1	3	-4	6	-0.7	-1	-4
COc1ccc(OCC(=O)N/N=C2/C=C(C)CC2)cc1
 : 0	10	14	0	-6	-3	0.4	4	-4
O=C(CSc1nc2ccccc2c(=O)[nH]1)c1ccccc1
 : 7	-8	-4	3	2	-23	-2.0	8	-3
COc1ccc(NS(=O)(=O)c2cc(C(=O)N(C)CCc3ccccn3)ccc2Cl)cc1
 : 8	-24	9	3	-4	3	-0.8	1	-9
Cc1cccc(OCCCn2c(CCNC(=O)C(C)C)nc3ccccc32)c1
 : -11	7	1	8	-2	3	-1.3	-7	-8
Cc1cc(C(=O)C(=O)N(C)C)c(C)n1-c1ccc(Cl)cc1
 : 0	-2	-2	0	0	-1	1.4	2	6
COc1ccc2ncc(S(=O)(=O)c3ccccc3)c(N3CCC4(CC3)OCCO4)c2c1
 : -12	11	4	8	1	13	-0.7	-11	-11
CCCOc1ccc(C(F)(F)F)cc1NC(=O)c1cc(C)on1
 : 9	-15	7	1	0	3	5.0	9	0
CCOc1ccc(OCC)c(NC(=O)C(NS(=O)(=O)c2ccc3c(c2)oc(=O)n3C)C(C)C)c1 (stereo not drawn)
 : 15	-13	-12	0	-3	-9	-2.9	8	1
CCOC(=O)Cn1nc(-c2ccccc2)c2cnc3ccc(C)cc3c21
 : -3	-3	1	8	1	1	0.1	-5	-2
Cc1c(-c2cccc(Cl)c2)nc2ccccc2c1C(=O)OCC(=O)Nc1ccc2c(c1)OCO2
 : -9	3	0	1	1	15	-2.4	-7	-11
CN1CCN(CCOCCOc2ccc(Br)cc2Cl)CC1
 : -2	3	3	1	-14	1	-1.8	0	3
O=C(COC(=O)COc1ccc(Br)cc1)Nc1ccc2c(c1)OCCO2
 : 2	-3	6	2	3	-4	-1.1	4	3
COc1cccc(CN(C)C(=O)c2cccc(S(=O)(=O)Nc3cccc(C)c3)c2)c1OC
 : -3	-12	11	7	1	-12	-1.0	5	-5
CC(OC(=O)CNC(=O)c1ccc(Br)cc1)C(=O)NC1CCCCC1C (stereo not drawn)
 : 0	-1	0	3	2	-12	-0.7	9	-2
COc1ccc(N2CC(C(=O)NCc3ccccc3)CC2=O)cc1 (stereo not drawn)
 : 6	-1	3	0	0	-11	0.1	8	0
O=C(N[C@H]1C/C=C\C[C@@H](CC(=O)N(CCO)Cc2ccccc2)C(=O)N2CCC[C@H]2COC1=O)OCC1c2ccccc2-c2ccccc21
 : 2	-7	-16	-1	-1	-15	-4.2	7	16
c1ccc(Nc2nc3ccccc3n3nnnc23)cc1
 : -6	-2	-3	4	-2	-6	13	0	-1
CN(c1ccc(OCC(=O)OCC(=O)Nc2ccc([N+](=O)[O-])cc2)cc1)S(=O)(=O)c1cccs1
 : -7	12	17	20	11	7	-0.2	-9	-32
COc1ccc(-c2csc(NC(C)c3nc4cc(C(F)(F)F)ccc4n3CCOCCO)n2)cc1 (stereo not drawn)
 : 2	6	4	5	-2	2	-1.2	4	-10
